Screening results deposited in PubChem by National Center for Advancing Translational Sciences (NCATS).
Nrf2 inh – Nrf2 qHTS screen for inhibitors. A549 ARE-Fluc reporter, luciferase luminescence, 18-24 h. Potency, µM (doses to about 46 µM), inactives show at the top dose activity change, negative = inhibition, actives largely listed as inhibitors. 360,000 compounds, 2.1% hits. AID 504444, 2011; also: potency is read from the fitted curve at half-maximal effect; % is scaled to controls: 0 for no effect and ±100 for the full control effect; nearly all actives have a fitted effect of over 60% in size
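Quantitative HTS in A549 cells stably bearing an antioxidant response element-firefly luciferase construct. Inhibition of Nrf2-driven transcription was scored by luminescence after 18-24 h of compound exposure at 37 °C.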
S2 tox – Viability Counterscreen for Primary qHTS for Inhibitors of ATXN expression. S2 cells (HEK-293 line with an ATXN2-luciferase reporter) viability, CellTiter-Fluor protease fluorescence, 24 h. Potency, µM (doses to about 56.7 µM), usual class: cytotoxic. 400,000 compounds, 0.49% hits; also: potency is read from the fitted curve at half-maximal effect; nearly all actives have a fitted effect of over 40% in size
IL1B secr inh – qHTS for Inhibitors of Inflammasome Signaling: IL-1-beta AlphaLISA Primary Screen | THP-1 LPS/ATP IL-1B secretion, AlphaLISA, 16 h; stronger effect = lower value | activity change, % at 57.5 µM | 360,000 compounds, 4.7% hits; in the data active = activity change below about -50%; inconclusive = mostly about -30% to -49%; also: % is scaled to controls: 0 for no effect and ±100 for the full control effect
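Secreted IL-1B measured by AlphaLISA bead assay after 16 h compound exposure of THP-1 cells; compounds (final up to 57.5 uM) added 1 h before LPS (250 ng/mL) and ATP (1.25 mM) stimulation; lower signal means less secretion.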
ATXN2 expr inh – Primary qHTS for Inhibitors of ATXN expression; HEK-293 ATXN2-luciferase reporter, luminescence, 24 h; Potency, µM (titrated, usually from 57 µM), for inactives: at the highest dose activity change, negative = inhibition, usual class: inhibitors; 360,000 compounds, 0.72% hits; AID 1745845, 2022; also: potency is read from the fitted curve at half-maximal effect; % is scaled to controls: 0 for no effect and ±100 for the full control effect; nearly all actives have a fitted effect of over 55% in size
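qHTS (up to 57 uM final) was run with 24 h compound exposure of reporter cells at 37 °C. Each well was multiplexed: SteadyGlo luminescence measured ATXN2-luciferase expression after a fluorogenic Gly-Phe-AFC viability readout (25 uM final).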
TGFb inhibitor – qHTS for Inhibitors of TGF-b; 410,000 compounds, 1.2% hits; AID 588855, 2011; Potency, µM (doses to about 46.1 µM), without a hit: top-dose activity, negative = inhibition, most hits filed as inhibitors; HepG2 CAGA-GFP TGF-b/SMAD3 reporter, GFP fluorescence, 18 h; TGF-beta stimulated, 500 pg/mL final; also: potency is read from the fitted curve at half-maximal effect; % is scaled to controls: 0 for no effect and ±100 for the full control effect; nearly all actives have a fitted effect of over 65% in size
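Inhibition of TGF-beta-driven CAGA-GFP reporter expression in HEPG2 cells is measured by cellular GFP fluorescence after 18 h stimulation with 500 pg/mL recombinant TGF-beta in 1% FBS medium at 37 degrees C.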
HepG2 viability – qHTS for Inhibitors of TGF-b: Cytotox Counterscreen; AID 588856, 2011; HepG2 CAGA-GFP viability, ATP luminescence, 18 h; Potency, µM (titrated, usually from 46.1 µM), inactives show at the top dose activity change, negative = cytotoxicity, hits mostly cytotoxic; 410,000 compounds, 0.76% hits; also: potency is read from the fitted curve at half-maximal effect; some results filed as inactive show a strong effect at the top dose
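CellTiter-Glo luminescence gave cytotoxicity after 18 hours at 37 degrees C. The cells were HepG2 CAGA-GFP in 1% FBS DMEM, stimulated with 500 pg/mL TGF-beta after compound addition. %Activity was normalised to no-cell wells (complete cell-killing) and DMSO (no toxicity), and curves were fitted and classified.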
A549 viability – Nrf2 qHTS screen for inhibitors: counterscreen for cytotoxicity; A549 ARE-Fluc cells, CellTiter-Fluor viability, 18-24 h; Potency, µM (titrated, usually from 46 µM), for inactives: top-dose activity change, negative = cytotoxicity, most hits filed as inhibitors; 390,000 compounds, 0.16% hits; AID 504648, 2011; also: potency is read from the fitted curve at half-maximal effect; % is scaled to controls: 0 for no effect and ±100 for the full control effect
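A549 ARE_Fluc cells in 5% FBS OPTI-MEM were exposed to compounds in concentration-response for 18-24 h at 37 deg C. Viability was read by CellTiter-Fluor fluorescence (Ex 405/Em 525) after 30 min, before the luciferase read.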
MCF10A rereplic – A quantitative high throughput screen for small molecules that induce DNA re-replication in MCF 10a normal breast cells | MCF 10A DNA re-replication, Hoechst nuclear intensity, 48 h | Potency, µM (highest dose often 46.1 µM), for inactives: at the top dose activity, positive = re-replication, hits mostly activators | 350,000 compounds, 2.9% hits | AID 624296, 2012; also: potency is read from the fitted curve at half-maximal effect; % of control where 0% means no effect; nearly all actives have a fitted effect of over 50% in size
Nrf2 activator – qHTS of Nrf2 Activators; 410,000 compounds, 0.31% hits; Potency, µM (top dose mostly 46.1 µM), for the others: at the top dose activation, actives largely listed as activators; AID 624171, 2012; AREc32 ARE-luciferase reporter (MCF7-derived line), luminescence, 24 h; also: potency is read from the fitted curve at half-maximal effect; % of control where 0% means no effect; nearly all actives have a fitted effect of over 65% in size
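Luminescent ARE reporter assay in AREc32_Fluc cells: overnight plating at 37 deg C, 24 hr compound incubation, Steady-Glo added, 30 min RT before reading.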
Starred values were filed as active, the others as inactive; i = inactive; ? = inconclusive; / = no result given; [ ] = remark or other dose. Unless noted, calls follow the shape of the dose curve; as a rule, active = well fitted curve in the direction sought with a large enough effect; inconclusive = small, poorly fitted or top-dose-only effect, or another doubt; inactive = no such curve, though single readings can be large; an effect the other way counts as inactive or inconclusive. The order is random (roughly 8.8% active in at least one column).

SMILES	Nrf2 inh	S2 tox	IL1B secr inh	ATXN2 expr inh	TGFb inhibitor	HepG2 viability	A549 viability	MCF10A rereplic	Nrf2 activator
COCC(C)n1c(SCc2ccc(OC)c(F)c2)nc2ccccc2c1=O (stereo not given)	23µM*	i	51	-28%	?	7%	5%	-4%	-0.5%
CC(=O)Oc1ccc2nonc2c1OC(C)=O	-9%	/	/	/	-13%	-3%	-18%	/	/
COc1ccc(NC(=O)C(=O)NCCN2CCN(C(=O)c3ccc(C)cc3)CC2)cc1	17%	i	-7	-19%	0%	3%	6%	0%	0.0%
O=C(COC(=O)c1ccc[nH]c1=O)NCCc1ccc(Cl)cc1Cl	?	i	-13	18%	-19%	-29%	1%	-11%	-0.1%
Cn1c(=O)c2sccc2n2c(CCCC(=O)NCc3ccccc3)nnc12	/	i	/	5%	-17%	-5%	12%	/	2.3%
CCS(=O)(=O)NCCc1csc2nc(-c3ccc(OC)cc3)nn12	/	/	/	/	1%	-3%	-1%	/	6.4%
CCCc1nnc(NC(=O)C23CC4CC(CC(C4)C2)C3)s1	8%	i	23	25%	3%	-2%	2%	0%	0.2%
CCc1ccc2oc(C(=O)N(Cc3ccc(N(C)C)cc3)Cc3ccco3)c(C)c2c1	-23%	/	/	/	/	-10%	13%	/	5.0%
CCn1cc(CN2CCC(n3nccc3NC(=O)c3ccccc3C)CC2)c(C)n1	19%	i	1	-4%	-23%	-47%	1%	1%	0.1%
O=C(CN1CCN(c2ccccc2F)CC1)c1ccc(O)cc1O	1%	i	0	/	0%	-11%	-3%	1%	-0.1%
Cc1onc(-c2c(Cl)cccc2Cl)c1C(O)c1ccc(F)cc1 (stereo not given)	-21%	i	25	12%	-1%	-3%	-10%	-2%	-0.7%
O=c1cc(-c2ccccc2)nc(SCc2nc(-c3ccc(Cl)cc3)no2)[nH]1	/	/	/	/	2%	7%	2%	/	-1.1%
CCCC(=O)Nc1c(O)c2ccccc2[nH]c1=O	11%	i	-19	3%	-2%	8%	-4%	0%	-0.1%
COc1cc(/C=N/NC(=O)c2nnn(-c3nonc3N)c2C(C)C)ccc1OCc1ccccc1	-1%	?	43	/	?	-26%	1%	0%	4.9%
O=c1[nH]c(=O)n(-c2ccc(F)cc2)c2c1C(C(F)(F)F)(C(F)(F)F)N=C(c1ccc(F)cc1)N2	16µM*	?	?	?	?	-47%	?	?	4.5%

Single records, as listed above.
`COc1ccc(NC(=O)C(=O)NCCN2CCN(C(=O)c3ccc(C)cc3)CC2)cc1` in the list: Nrf2 inh = 17%; S2 tox = i; IL1B secr inh = -7; ATXN2 expr inh = -19%; TGFb inhibitor = 0%; HepG2 viability = 3%; A549 viability = 6%; MCF10A rereplic = 0%; Nrf2 activator = 0.0%
`Cn1c(=O)c2sccc2n2c(CCCC(=O)NCc3ccccc3)nnc12` in the list: Nrf2 inh = /; S2 tox = i; IL1B secr inh = /; ATXN2 expr inh = 5%; TGFb inhibitor = -17%; HepG2 viability = -5%; A549 viability = 12%; MCF10A rereplic = /; Nrf2 activator = 2.3%
`CCn1cc(CN2CCC(n3nccc3NC(=O)c3ccccc3C)CC2)c(C)n1` in the list: Nrf2 inh = 19%; S2 tox = i; IL1B secr inh = 1; ATXN2 expr inh = -4%; TGFb inhibitor = -23%; HepG2 viability = -47%; A549 viability = 1%; MCF10A rereplic = 1%; Nrf2 activator = 0.1%

Next records
SMILES	Nrf2 inh	S2 tox	IL1B secr inh	ATXN2 expr inh	TGFb inhibitor	HepG2 viability	A549 viability	MCF10A rereplic	Nrf2 activator
CC(=O)c1c(C)[nH]c(C(=O)OCC(=O)N2CCN(S(=O)(=O)c3ccc(C)cc3)CC2)c1C	16µM*	i	35	-12%	-1%	-10%	-4%	8%	-0.1%
CCCCN(C)C(=O)c1nc2ccccn2c1CNCCCn1ncc2ccccc21	-26%	i	17	-2%	-2%	-46%	-15%	19%	0.2%
O=C(O)c1cccc2c1C(=O)N(Cc1ccccc1)C2	3%	i	-10	-3%	-1%	0%	4%	-13%	-0.2%
CCn1cc(C(=O)Nc2ccc(OC)c(OC)c2)c2cc(OC)c(OC)cc2c1=O	2%	i	19	11%	7%	-3%	-3%	2%	0.5%
Cc1nn(CC(O)COc2ccc3c(c2)CCC3)c(C)c1C (stereo not given)	0%	?	-15	6%	21%	4%	1%	16%	3.1%
O=C(CN1CCCCC1)Nc1cccc(Cl)c1	-13%	?	-4	-31%	?	3%	-2%	?	-0.9%
COCCn1c(C)cc(O)c(C(c2ccccc2)N2CCN(c3ccccc3F)CC2)c1=O (stereo not given)	/	/	/	/	27%	3%	17%	/	0.3%
COC(=O)c1cn(CCC#N)nc1-c1ccc2ccccc2c1	-23%	i	-51*	-24%	-3%	1%	12%	0%	3.8%
CCN(c1ccc(NC(=O)COC(=O)c2ccc(C)c(S(=O)(=O)N3CCOCC3)c2)cc1)C(C)C	5%	i	-17	-9%	12%	-6%	10%	1%	-0.3%
CC(=O)c1cccc(NC(=O)N2CCCC2C(=O)NCc2ccccc2)c1 (stereo not given)	-11%	i	28	-2%	2%	-12%	-3%	-8%	0.2%
CN(C)c1ccc(C=c2c3ccccc3n3c2cc(-c2ccccc2)[n+]3C)cc1	5.8µM*	6µM*	-102*	?	?	7.9µM*	16µM*	-9%	-0.1%
Cc1ccc(NC(=O)CN(C)CC(=O)Nc2ccccc2Oc2ccccc2)cc1	18%	i	4	-3%	-6%	7%	-4%	8%	-0.4%
COc1ccc(-n2nc(C(=O)Nc3cc(OC)c(OC)c(OC)c3)c(=O)n(C)c2=O)cc1	/	/	/	/	-2%	-13%	4%	/	3.7%
CCCCC(=O)Oc1ccc2oc(-c3ccc(OC)cc3)cc(=O)c2c1	11%	i	/	46%[activator]	-23%	-12%	2%	/	-0.9%
CC(C)CC(=O)N1CCC(O)(CS(=O)(=O)Cc2ccc(Cl)cc2)CC1	5%	/	-1	/	3%	-1%	-5%	1%	0.0%
NC1C=CC=C(C(=O)O)C1 (stereo not given)	-3%	i	-15	1%	4%	-4%	1%	-12%	0.5%
CCCSc1nnc(NC(=O)Nc2ccccc2)s1	11%	i	0	32%	?	-32%	-2%	?	3.2%
OCC1OC(n2cnc3c(/C=C(\O)c4ccccc4)ncnc32)C(O)C1O (stereo not given)	?	?	-7	-9%	?	-22%	?	5.8µM*	14%
O=C(NC1C(=O)NNC1c1ccc(Cl)cc1)c1ccc(F)cc1 (stereo not given)	-14%	i	-7	/	22%	-2%	-1%	3%	0.7%
COc1cccc(-c2cc(=O)c3cc(NC(=O)c4ccc(N(C)C)cc4)ccc3[nH]2)c1	-22%	?	144	-32%	?	-19%	?	0.41µM*	4.1%
O=C(Cc1ccc(Cl)cc1)Nc1ccc2nn(-c3ccc(Cl)cc3)nc2c1	3%	?	/	12%	-5%	-15%	7%	/	3.3%
NC(=O)C1CCCN(S(=O)(=O)c2ccccc2)C1 (stereo not given)	4%	i	16	6%	-12%	1%	2%	-2%	-0.2%
COc1ccc(OC)c(C(=O)COC(=O)CNC(=O)c2ccccc2)c1	0%	i	0	-18%	-18%	-39%	-1%	?	-0.1%
CCOc1cc2[nH]c(=O)n(Cc3ccc(C(=O)NCCN(CC)CC)cc3)c(=O)c2cc1OCC	/	i	/	-1%	-1%	10%	2%	/	1.6%
CCc1c(C)[nH]n(-c2nc(-c3ccccc3)cs2)c1=O	?	i	-7	-9%	?	-10%	4%	14%	3.7%
COc1ccc(NC(=O)c2ccco2)cc1NC(=O)c1ccc(Br)o1	?	?	-14	-21%	6%	-25%	-3%	0%	0.2%
O=C1CC(c2ccco2)CC2=C1C(c1ccncc1)n1nc(C(F)(F)F)nc1N2 (stereo not given)	-21%	/	/	/	-12%	-12%	-2%	/	/
O=C(NCc1cccs1)c1cc(-c2ccccc2)nn1CC1CC(c2cccnc2)=NO1 (stereo not given)	4%	i	-17	5%	-1%	-1%	-1%	?	0.3%
Cc1noc(C)c1C(=O)Nc1cccc2ncccc12	0%	i	7	-3%	17%	-10%	1%	/	0.4%
Cc1ccc(S(=O)(=O)NC(=O)c2ccc(F)cc2)c(C)c1	-30%	i	-4	-3%	-15%	-16%	5%	-1%	-1.0%
CCCCCc1ccc2cc(C#N)ccc2n1	/	i	0	32%	?	4%	/	/	4.1%
CCC(C)(C)n1nnnc1C(c1cc2cc(OC)c(OC)cc2[nH]c1=O)N1CCc2ccccc21 (stereo not given)	/	i	0	-5%	?	1%	-1%	-12%	3.2%
Cc1cccc(Nc2c3c(nc4ccccc24)CCC3)c1	-15%	i	/	?	?	-32%	3%	-9%	3.9%
CCOC(=O)C/C(C)=N\Nc1nc(-c2ccccc2)cs1	?	i	0	/	-14%	-21%	1%	6%	7.8%
COc1ccc(C(=O)c2oc3ccccc3c2NC(=O)COc2ccccc2)cc1	7%	/	/	/	-3%	0%	4%	/	4.3%
S=C(Nc1ccccc1)Nc1ccc(Br)cn1	8%	i	0	/	5%	-10%	-1%	11%	0.6%
